eIF2B yeast act = eIF2B (yeast) activity modulation. S. cerevisiae eIF2B-epsilon R284H, GCN4-lacZ luminescence. inhibition, % at 25 µM (by protocol). 0.91% of 27,000 active. AID 688;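 active = mutant luminescence inhibited past about 50% while wild type luminescence and mutant growth stay under set limits, limit read from the data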; note: some compounds called inactive have numbers as strong as hits
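Times: 16 h growth with compound at 30 °C, 90 min Beta-Glo step; Assay system: yeast eIF2B-epsilon R284H mutant carrying GCN4–beta-galactosidase fusion; Measure: % inhibition of reporter signal and growth versus controls; Dosing: one concentration, 25 µM, 0.25% DMSO; Buffer or medium: YPD yeast growth medium; Measured by: Beta-Glo luminescence plus absorbance at 595 nm.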
Yeast tox = Compounds toxic to wild-type S. cerevisiae growth. growth inhibition, % at 25 µM (by protocol). AID 685. A595 turbidity, 16 h. 0.3% of 30,000 active;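 active = mutant and wild-type yeast strains alike exhibit over 30% growth inhibition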;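 note: 0% = untreated cell controls and 100% = YPD media blanks without cells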
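Test system: Wild-type and eIF2Bepsilon-R284H mutant S. cerevisiae, screened separately | Dosing: Single 25 µM compound dose in 0.2% DMSO | Schedule: 16 h compound exposure during growth at 30 °C | Detection: A595 turbidity | Evaluation: Growth inhibition (%) versus cell controls and blanks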
Yeast tox inhibition % = also measured in Yeast tox; calls as there; growth inhibition, %; S. cerevisiae eIF2Bepsilon-R284H mutant growth, A595 turbidity, 16 h;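 each compound tested once at 25 µM; 0% equals untreated cells and 100% equals cell-free medium blanks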
eIF2B yeast act mutant toxicity = second read-out of eIF2B yeast act, no call of its own (marks repeat the call); growth inhibition, %; measured here: mutant yeast growth, toxicity;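 each compound tested once at 25 µM; zero equals untreated control growth and 100 equals blank medium absorbance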
* marks the source's active call; other numbers are inactive results; / = no result given. A portion of the library, so the mix of outcomes need not match the whole.

1	CC1CC(C)CN(CC(=O)N2CCCc3c2c(=O)oc2ccc(OCc4ccccc4)cc32)C1 (configuration not stated)
2	O=C(NCc1cccs1)C1CCN(S(=O)(=O)c2cccc3nsnc23)CC1
3	COCCOC(=O)C1=C(C)NC2=C(C(=O)CC(C)(C)C2)C1c1ccc2c(c1)OCO2 (configuration not stated)
4	COc1nc2c(C)cccc2cc1-c1noc(-c2ccncc2)n1
5	CC(C)NC(=O)C1CC(=O)N(C(C)c2ccccc2)C1 (configuration not stated)
6	Cc1cc(NC(=O)c2cccc(F)c2)no1
7	Cc1ccccc1OCC(O)Cn1c(=N)n(CCN2CCOCC2)c2ccccc21 (configuration not stated)
8	COC(=O)[C@H](Cc1ccccc1)NC(=O)N1CCN(Cc2ccccc2)CC1
9	Cc1oc(-c2ccc(Cl)cc2)nc1CN1CCC(C(=O)NCc2ccco2)CC1
10	COCCNC(=O)C1c2ccccc2C(=O)N(CCOC)C1c1ccc(F)cc1 (configuration not stated)

Assay by compound,1,2,3,4,5,6,7,8,9,10
Yeast tox inhibition %,5,-32,3,-22,16,27,/,0,-19,17
eIF2B yeast act mutant toxicity,/,-32,3,-22,/,/,/,/,/,17
eIF2B yeast act,/,-25,20,-34,/,/,-90,-10,/,1
Yeast tox,18,-24,14,-8,19,33,/,22,5,-15

11	COc1cc(Br)c(CC(=O)O)cc1OC
12	Cc1ccccc1CN1C2=NCCCN2c2ccccc21
13	CCN(CC)C(=O)c1cccc(-c2ccc(OC)cc2)c1
14	CCN(c1ccccc1)S(=O)(=O)c1ccc(F)cc1C
15	CC(C)C(CC(=O)N1CCCCC1)C1CCOC(C)(C)C1 (configuration not stated)
16	Cc1cc(Cl)c(S(=O)(=O)Nc2ccc3c(c2)OCCO3)cc1OCC(=O)NC1CCCCC1
17	Cc1cnc(C(=O)Nc2cccc(-c3nnc4n3CCCCC4)c2)cn1
18	O=C1Cc2cccc3cccc1c23
19	CC(=O)Nc1c(C(=O)c2ccc(F)cc2)oc2ccccc12
20	Cc1c(C(=O)Nc2ccc(C(=O)O)cc2)cnn1C

Assay by compound,11,12,13,14,15,16,17,18,19,20
Yeast tox inhibition %,-3,14,-8,4,/,9,-14,5,0,4
eIF2B yeast act mutant toxicity,-3,14,-8,4,/,9,-14,5,/,4
eIF2B yeast act,9,-17,-1,23,20,17,20,21,3,6
Yeast tox,16,4,-7,6,/,46,10,-5,-12,-7

21	CCOC(=O)C(O)(C1C(=O)CC(C)(C)CC1=O)C(F)(F)F (configuration not stated)
22	Cc1cc(S(=O)(=O)NC(C)C)ccc1OCC(=O)N1CCOCC1
23	CC(=O)SC(C)CC(=O)NCc1ccccc1 (configuration not stated)
24	CC(=O)c1sc(Nc2ccccn2)nc1C
25	O=C(Nc1cccc2ncccc12)C12CC3CC(CC(C3)C1)C2
26	CC(=O)Oc1ccc2oc3c(c2c1)C(=O)CCC3
27	CCOC(=O)c1cccc(NC(=O)COC)c1
28	CCC(C)[C@@H](NC(=O)OC(C)(C)C)c1nnc(S(=O)(=O)Cc2cccc(C)c2)o1 (some centres not stated)
29	Cc1cccc(CCNS(=O)(=O)c2cnc[nH]2)c1
30	Cc1ccc(-c2nnn(CC(=O)N(CC3CCCO3)C(C(=O)NC3CCCC3)c3ccc(F)cc3)n2)o1 (configuration not stated)

Assay by compound,21,22,23,24,25,26,27,28,29,30
Yeast tox inhibition %,12,16,16,-2,5,-8,17,-8,28,2
eIF2B yeast act mutant toxicity,12,16,/,/,5,-8,17,-8,28,/
eIF2B yeast act,26,19,/,/,14,16,8,16,25,/
Yeast tox,-3,18,29,5,19,10,13,-28,10,6

31	CCCn1c(=S)[nH]c2cc(OC)c(OC)cc2c1=O
32	CCc1cccc2c(=O)c(C(=O)N3CCOCC3)c[nH]c12
33	Cc1ccc(CSc2ncn(-c3ccccc3)n2)cc1
34	Cc1ccc(C(=O)CCCn2nnc(-c3cccnc3)n2)cc1C
35	COc1ccc(OC)c2[nH]c(=O)c(CCNC(=O)c3ccc(S(=O)(=O)N4CCCCC4)cc3)cc12
36	CN1CCN(C2OC(=O)c3ccccc32)CC1 (configuration not stated)
37	Cn1c(CCNC(=O)c2cccs2)nnc1SCC(=O)N1CCN(c2ccccc2)CC1
38	COc1ccc(-c2nc3c(=O)n(C)c(=O)[nH]c3n2CCc2ccccc2)cc1
39	Cc1ccc(C)c(NC(=S)NC(NC(=O)Cc2cccc3ccccc23)C(Cl)(Cl)Cl)c1 (configuration not stated)
40	COc1ccccc1-n1nnnc1SCC(=O)Nc1cc(C)on1

Assay by compound,31,32,33,34,35,36,37,38,39,40
Yeast tox inhibition %,10,7,18,-18,0,-5,12,-9,0,-3
eIF2B yeast act mutant toxicity,/,7,/,-18,/,-5,12,-9,/,-3
eIF2B yeast act,/,13,/,-5,/,5,-8,9,/,-4
Yeast tox,18,16,20,3,-12,28,-6,2,7,4

One compound at a time, from the list above. Order of values: Yeast tox inhibition %	eIF2B yeast act mutant toxicity	eIF2B yeast act	Yeast tox
Results for `Cc1ccc(C(=O)CCCn2nnc(-c3cccnc3)n2)cc1C` → -18	-18	-5	3
Results for `COc1ccc(-c2nc3c(=O)n(C)c(=O)[nH]c3n2CCc2ccccc2)cc1` → -9	-9	9	2
Results for `CCc1cccc2c(=O)c(C(=O)N3CCOCC3)c[nH]c12` → 7	7	13	16
Results for `COc1ccc(OC)c2[nH]c(=O)c(CCNC(=O)c3ccc(S(=O)(=O)N4CCCCC4)cc3)cc12` → 0	/	/	-12
Results for `Cc1ccc(C)c(NC(=S)NC(NC(=O)Cc2cccc3ccccc23)C(Cl)(Cl)Cl)c1` (configuration not stated) → 0	/	/	7

(more compounds)
41	Cc1ccc(S(=O)(=O)NC(CC(C)C)C(=O)NCc2ccco2)cc1 (configuration not stated)
42	NC(=O)CSC1=Nc2ccccc2C2=NC(CC(=O)NCc3cccs3)C(=O)N12 (configuration not stated)
43	CCOC(=O)C1CCN(Cc2nc3ccc(Cl)cc3n2CCO)CC1
44	CCn1c(Cc2cccs2)nnc1SCC(=O)c1ccc(C)cc1
45	CCOC(=O)N1CCN(C(=O)COc2ccc(Cl)cc2C)CC1
46	O=C(Cn1cnc2c(nnn2Cc2ccccc2F)c1=O)NCC1CCCO1 (configuration not stated)
47	Cc1cccc(NC(=O)c2cc(NC(=O)C3CC=CCC3C(=O)O)ccc2N2CCOCC2)c1 (configuration not stated)
48	COc1cccc(N2CCN(Cc3coc4c(Cl)cc(Cl)cc4c3=O)CC2)c1
49	CCCCN(C)C(=O)CCCCn1c(=O)[nH]c2cc(OCC)c(OCC)cc2c1=O
50	O=C(Oc1cccc2cccnc12)c1cccs1

Assay by compound,41,42,43,44,45,46,47,48,49,50
Yeast tox inhibition %,14,0,17,-31,10,4,-8,14,-11,-33
eIF2B yeast act mutant toxicity,/,/,17,-31,10,4,-8,14,-11,-33
eIF2B yeast act,/,52*,11,-7,14,-4,-5,21,23,21
Yeast tox,-6,10,0,-10,4,8,21,12,22,6

51	CC(=O)Nc1ccc(NC(C)=O)s1
52	Cc1cc(C)n(-c2ccc(C(=O)Nc3ccc4c(c3)OCO4)cc2)n1
53	Nc1nc(-c2cccc(NS(=O)(=O)c3ccccc3)c2)cs1
54	CN1CCN(/C=N/c2c(C#N)cnn2-c2ccccc2)CC1
55	Cc1nc2ccccc2c(=O)n1/N=C/c1ccc(N(C)C)cc1
56	Cc1cccc(NS(=O)(=O)c2cccc3nsnc23)c1
57	CCn1nc(C)c(NC(=O)c2cc(Br)ccc2Cl)c1C
58	c1ccc2c(c1)ncn2CCC1CCCCC1
59	COc1ccc(Cl)cc1C(=O)N1CCN(c2ccccn2)CC1
60	Cc1cc(OCCOc2cccc3cccnc23)cc(C)c1Cl

Assay by compound,51,52,53,54,55,56,57,58,59,60
Yeast tox inhibition %,6,20,10,-6,-4,5,0,-4,-28,-3
eIF2B yeast act mutant toxicity,6,/,10,-6,-4,5,/,-4,-28,-3
eIF2B yeast act,19,/,2,1,40,1,1,12,41,17
Yeast tox,25,12,13,1,-18,1,2,-3,-5,-3

Taken from above.
eIF2B yeast act result of no. 37 : -8
Yeast tox result of no. 41 : -6

The listing continues:
61	O=C(c1cc2cc(Br)ccc2oc1=O)N1CCCC1
62	Cc1ccc2c(c1)nnn2C1CCN(C(=O)C23CC4CC(CC(C4)C2)C3)CC1
63	CC(=O)c1ccc(NC(=S)NC(NC(=O)c2ccco2)C(Cl)(Cl)Cl)cc1 (configuration not stated)
64	Cc1ccc(C(=O)NC(Cc2c[nH]c3ccccc23)C(=O)O)cc1 (configuration not stated)
65	c1ccc(CC2CCN(c3nnnn3-c3ccccc3)CC2)cc1
66	CC1N/C(=C\C(=O)c2ccccc2)N(O)C1(C)C (configuration not stated)
67	O=C(NCc1ccc(Cl)cc1)c1noc2c1CCCC2
68	O=C(CC1Sc2ccccc2NC1=O)OC(C(=O)NCCc1ccccc1)c1cccnc1 (configuration not stated)
69	Clc1ccc(CSc2nnc([C@@H]3CCCN3)o2)cc1
70	N#Cc1c(F)cccc1N1CCOCC1

Assay by compound,61,62,63,64,65,66,67,68,69,70
Yeast tox inhibition %,12,12,-22,4,0,17,8,15,4,30
eIF2B yeast act mutant toxicity,/,12,-22,4,/,17,8,/,4,30
eIF2B yeast act,/,43,30,13,4,21,5,/,-4,20
Yeast tox,0,5,22,30,-8,6,26,19,9,18

71	CC(/C=C/c1ccc2c(c1)OCO2)=N\NC(=O)c1cccc([N+](=O)[O-])c1
72	Cc1cc(Nc2ccccc2)nn1C(=O)c1ccc([N+](=O)[O-])cc1
73	O=C(Nc1nnc(CCN2CCOCC2)s1)C1CCCCC1
74	COc1cc2c(=O)n(Cc3ccco3)c(=O)n(CC(=O)c3ccc(Br)cc3)c2cc1OC
75	CCc1ccc(C(=O)/C=C/c2ccc([N+](=O)[O-])o2)cc1
76	Cc1nnc(SCC(=O)N2CCC(C(N)=O)CC2)s1
77	CCCS(=O)(=O)c1c(S(=O)(=O)CCC)c2cc(CC)ccn2c1C(=O)OC
78	CCSc1nnc(NC(=O)CSc2nc3c(c(=O)n2C)SC(C)C3)s1 (configuration not stated)
79	CC1(C)Cc2c(c(N3CCOCC3)nc3snc(NC(=O)c4ccccc4)c23)CO1
80	COC(=O)c1cc2ccccc2oc1=O

Assay by compound,71,72,73,74,75,76,77,78,79,80
Yeast tox inhibition %,2,/,-24,-29,50*,/,-19,-21,9,0
eIF2B yeast act mutant toxicity,2,/,-24,-29,/,/,-19,-21,/,/
eIF2B yeast act,9,6,23,23,/,8,-26,0,/,23
Yeast tox,-15,/,23,3,66*,/,19,-48,9,5

Screen by screen, as entered above:
Entries 73–80 in eIF2B yeast act, in turn: 23, 23, /, 8, -26, 0, /, 23
Entries 73–80 in Yeast tox inhibition %, in turn: -24, -29, 50*, /, -19, -21, 9, 0

(listing goes on)
81	CCC(CC)C(=O)Nc1c2cnn(-c3ccccc3)c2nc(=O)n1-c1ccccc1
82	CC[C@@H](C)[C@H](NS(=O)(=O)c1ccc(C)cc1)C(=O)N1CCC(C(=O)NCC(=O)O)CC1
83	CCCCc1ccc(NC(=O)CSC2=C(C#N)C(c3ccco3)C3=C(CCCC3=O)N2)cc1 (configuration not stated)
84	Cc1ccc(C(=O)NCc2ccccn2)c(Cl)c1
85	COc1ccc(CCNCc2csc3nc4ccccc4n23)cc1OC
86	CC1=CC(C)(C)N2C(=O)C3(C(C#N)=C(N)Oc4cc(C)oc(=O)c43)c3cc(C)cc1c32 (configuration not stated)

Assay by compound,81,82,83,84,85,86
Yeast tox inhibition %,-10,0,3,-10,7,-23
eIF2B yeast act mutant toxicity,-10,/,3,-10,/,-23
eIF2B yeast act,-12,12,10,9,/,-2
Yeast tox,-4,7,9,-8,-15,6

Screening results (PubChem)
